LDHA block: inhibitors of human lactate dehydrogenase A; AID 1347041; purified LDHA, NADH/diaphorase-resazurin fluorescence; stronger effect = lower value; 0.15% of 480,000 active; P00338; activity change, % (values are at about 110 or 230 µM); in the data active means activity change below about -30%; inconclusive means mostly about -25% to -30%;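 further: plate controls were DMSO wells for no effect and wells without enzyme for full effect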
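Human LDH5 (2 nM) was incubated with 0.06 mM NADH and 0.2 mM pyruvate for 5 min at room temperature in Tris pH 7.4. Remaining NADH was coupled through diaphorase/resazurin, and resorufin fluorescence was read at 0 and 20 min.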
RGS4 inh: human RGS4 inhibition | P49798 | Transcreener GDP fluorescence polarization, RGS4-accelerated GTP hydrolysis | Potency, µM (titrated, usually from 114 µM), inactives show at the top dose activity change, negative = inhibition, actives largely listed as inhibitors | 0.039% of 390,000 active; further: potency means the concentration at half of the fitted maximal effect; on the % scale 0 is the no-effect control and ±100 the full control effect; nearly all actives have a fitted effect of over 75% in size; some results filed as inactive show a strong effect at the top dose
Target sequence (P49798 whole entry, looked up): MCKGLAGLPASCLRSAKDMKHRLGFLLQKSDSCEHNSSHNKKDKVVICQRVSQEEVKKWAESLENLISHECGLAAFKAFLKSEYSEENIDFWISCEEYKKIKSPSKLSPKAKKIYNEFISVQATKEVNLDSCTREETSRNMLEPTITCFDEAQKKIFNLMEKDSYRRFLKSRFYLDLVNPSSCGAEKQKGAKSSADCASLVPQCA
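MLSMR compounds (23 nl, pin-transferred) preincubated 10 min at room temperature with a 500nM (2x) first reagent, then RGS4 at 900nM (2x) plus Transcreener GDP mix added; fluorescence polarization (620/688 nm) read before and after 90 min at 30 °C.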
D2 antagonist: antagonizes the human D2 dopamine receptor; AID 485344; HEK293 TREx D2 cells, calcium flux, dopamine EC80; 2% of 340,000 active; inhibition, % at 10 µM; in the data active means inhibition above about 30%; further: 0% is about no effect
Target sequence (P14416 whole entry, looked up): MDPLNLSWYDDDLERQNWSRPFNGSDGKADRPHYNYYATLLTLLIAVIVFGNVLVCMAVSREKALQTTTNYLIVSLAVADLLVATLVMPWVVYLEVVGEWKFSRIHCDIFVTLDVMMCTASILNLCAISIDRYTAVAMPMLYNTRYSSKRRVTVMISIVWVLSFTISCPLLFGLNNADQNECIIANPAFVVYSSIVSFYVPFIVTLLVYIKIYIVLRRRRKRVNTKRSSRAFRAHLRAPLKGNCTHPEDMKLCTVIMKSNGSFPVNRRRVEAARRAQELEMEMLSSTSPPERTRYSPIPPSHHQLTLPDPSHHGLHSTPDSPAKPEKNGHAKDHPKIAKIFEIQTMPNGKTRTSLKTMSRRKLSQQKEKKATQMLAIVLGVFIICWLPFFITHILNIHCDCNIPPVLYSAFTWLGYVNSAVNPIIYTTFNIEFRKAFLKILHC
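Read-out: kinetic calcium fluorescence (1 cycle/s) in inducible HEK293 T-REx D2 cells after an EC80 dopamine addition that followed 180 s compound preincubation. Loss of the dopamine response indicates antagonism.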
ALOX12 inh: ALOX12 (human) lipoxygenase inhibition. AID 1671190. Potency, µM (titrated, usually from 108 µM), without a hit: at the highest dose activity change, negative = inhibition, most hits filed as inhibitors. purified 12hLO, xylenol orange hydroperoxide absorbance. 1.1% of 580,000 active. P18054; further: potency means the concentration at half of the fitted maximal effect; on the % scale 0 is the no-effect control and ±100 the full control effect
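Hydroperoxide product was detected by ferrous iron/xylenol orange as the 573 to 405 nm absorbance ratio. Arachidonic acid at 40 uM (final) was turned over for 30 min at room temperature by 150 nM human 12hLO, pH 7.0 Hepes buffer, after 15 min compound preincubation.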
Glioma ERSR ind: inducers of ER stress response in human glioma cells; 0.02% of 420,000 active; Potency, µM, for the others: at the highest dose activation, actives largely listed as activators; AID 602332; U87-MG GRP78 promoter luciferase reporter, 16 h; further: potency means the concentration at half of the fitted maximal effect; series mostly up to about 76 µM; % of control where 0% means no effect; nearly all actives have a fitted effect of over 35% in size
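Stably transfected U87-MG glioma cells carrying a GRP78-based luciferase sensor; 16 h compound incubation. Luminescence end-point read 10 min after Bright-Glo addition at room temperature.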
ERG Ets-DNA blk: inhibitors of human ERG Ets domain-DNA interaction; 0.028% of 370,000 active; fluorescence polarization, His-ERG Ets domain / labelled DNA; P11308; Potency, µM (top dose mostly 76.9 µM), for inactives: at the top dose FP activity, negative = inhibition, actives largely listed as inhibitors; active means well fitted inhibition curve with a large enough effect in the polarisation, with a control signal flat; inconclusive means small, poorly fitted or top-dose-only effect, or effect the other way, or a change in a side signal; inactive means no such curve, though single readings can be large or run the other way; the % refers to the polarisation;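 further: polarization taken with two DNA probes labelled with fluorescein and Texas red; potency means the concentration at half of the fitted maximal effect; % of control where 0% means no effect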
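His-tagged ERG Ets domain (1 uM in the protein solution; 300mM KCl, 50mM Tris-HCl, 1mM EDTA, 1mM DTT, pH 7.5) received compound, then a probe mix of 5 nM fluorescein-DNA and 100nM Texas-615-DNA. Fluorescence polarization was read for both dyes.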
D2 ag: activates the human D2 dopamine receptor. HEK293 T-REx D2 cells, calcium flux agonist mode. AID 485358. 0.53% of 340,000 active. activation, % at 2 µM;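 active means activation over 3 SD above normal in the single-dose calcium agonist read, cut at about 30% in these data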; further: 0% is about no effect
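In this primary screen, compounds producing a positive calcium signal within 180 s of addition to tetracycline-induced, force-coupled HEK293 Trex D2 cells are flagged; cells are dye-loaded with a no-wash calcium kit beforehand.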
Vif-A3G inh: blocks the Vif interaction with human APOBEC3G; HeLa A3G-eYFP + Vif (tagged APOBEC3G with the HIV-1 protein that degrades it), YFP fluorescence, overnight; Potency, µM (doses to about 46.1 µM), without a hit: at the highest dose activity, negative = active, hits mostly inhibitors; Q9HC16; AID 602310; 0.076% of 410,000 active;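 further: potency means the concentration at half of the fitted maximal effect; on the % scale 0 is the no-effect control and ±100 the full control effect; nearly all actives have a fitted effect of over 60% in size; hits raise eYFP signal because A3G escapes Vif-driven loss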
Target sequence (Q9HC16 whole entry, looked up): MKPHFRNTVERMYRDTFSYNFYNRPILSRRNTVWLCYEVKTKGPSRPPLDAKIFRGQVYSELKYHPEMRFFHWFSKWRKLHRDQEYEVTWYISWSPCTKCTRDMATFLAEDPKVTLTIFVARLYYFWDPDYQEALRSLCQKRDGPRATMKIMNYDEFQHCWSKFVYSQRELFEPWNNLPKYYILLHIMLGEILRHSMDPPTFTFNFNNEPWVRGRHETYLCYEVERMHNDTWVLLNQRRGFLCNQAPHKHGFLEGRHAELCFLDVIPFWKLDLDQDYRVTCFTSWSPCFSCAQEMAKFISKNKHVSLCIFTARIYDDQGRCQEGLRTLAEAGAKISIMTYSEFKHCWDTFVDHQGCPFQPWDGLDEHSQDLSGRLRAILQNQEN
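Read-out is eYFP fluorescence (Ex 488/Em 500-530) from Vif-expressing HeLa A3G-eYFP cells; more signal means A3G escaped Vif-mediated degradation. Cells plated overnight, compound pinned in, incubated overnight at 37 deg C.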
Vif-APOBEC3F blk: blocks the Vif interaction with APOBEC3F | HeLa A3F-eYFP + Vif (tagged APOBEC3F with the HIV-1 protein that degrades it), YFP fluorescence increase | Potency, µM (titrated, usually from 46.1 µM), for the others: at the top dose activity, negative = active | 0.2% of 390,000 active; further: potency means the concentration at half of the fitted maximal effect; % of control where 0% means no effect; nearly all actives have a fitted effect of over 65% in size
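Fluorescence increase (Ex 488/Em 500-530) after overnight compound treatment at 37 deg C flags inhibition of Vif-driven A3F-eYFP loss in stable HeLa A3F-eYFP/Vif cells seeded overnight beforehand.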
* marks the source's active call; other numbers are inactive results; ? = inconclusive; / = no result given; & = joins results of further samples; [ ] = dose if it differs, or a comment. Unless noted, the call rests on the fitted dose curve; in most records, active means well fitted curve in the direction sought with a large enough effect; inconclusive means small, poorly fitted or top-dose-only effect, or another doubt; inactive means no such curve, though single readings can be large; an effect the other way counts as inactive or inconclusive. Some of the compounds tested; count on the stated rates, not on these rows.

SMILES	LDHA block	RGS4 inh	D2 antagonist	ALOX12 inh	Glioma ERSR ind	ERG Ets-DNA blk	D2 ag	Vif-A3G inh	Vif-APOBEC3F blk
COc1ccc(N(CC(=O)Nc2ccccc2OC)S(=O)(=O)c2ccc(NC(C)=O)cc2)cc1	-6	-11%	9	254%[activator]	-6%	2%	-0.7	?	7%
O=C(NCCOc1ccc(F)cc1)C1CCC(=O)N(CCc2ccccn2)C1 (configuration not stated)	2	0%	-1	/	-3%	3%	0.2	0%	1%
Cc1oc(-c2ccccc2)cc1C(=O)Nc1cccc(/C=C\C(=O)O)c1	0	-25%	-17	-9%	5%	-3%	-0.4	-11%	12%
O=S(=O)(c1cc(Cl)c(Cl)cc1Cl)N1CCN2CCCC2C1 (configuration not stated)	1	-4%	-6	0%	-2%	-2%	-1.3	8%	-1%
Cc1ccccc1OCCC(=O)N(Cc1ccccc1)c1c(N)n(Cc2ccccc2)c(=O)[nH]c1=O	-8	22%	5	/	-5%	3%	0.5	-2%	2%
Cn1nnnc1SCC(=O)Nc1nc2c(s1)CCCC2	-5	1%	4	4%	-2%	/	1.2	-1%	-9%
O=C(NC1CCCC1)c1ccc2c(c1)N(Cc1ccc(F)cc1)C(=O)c1ccccc1S2	-3	-6%	/	-18%	-3%	0%	/	5%	4%
CCN(CC)C(=O)/C(=C/c1cn(S(=O)(=O)N(C)C)c2ccccc12)NC(=O)c1ccc(OC)cc1	-1	-12%	-27	-11%	-3%	6%	-0.7	-2%	-14%
Cc1cc(C)cc(NC(=O)CN(C)CC(=O)N(CC(C)C)c2c(N)n(CC(C)C)c(=O)[nH]c2=O)c1	-2	22%	-2	16%	-5%	-1%	-0.5	-13%	-4%
CC1CN(C(=O)CCC(=O)NCc2ccc(F)cc2)c2cc(Cl)ccc2O1 (configuration not stated)	0	-18%	/	-58%	0%	-2%	0.3	2%	5%
Cc1cc(C)nc(NS(=O)(=O)c2ccc(NC(=O)c3ccc(O)cc3O)cc2)n1	-6	8%	-7	0%	-1%	-5%	1.2	0%	4%
Cc1ccc(Nc2cc(=O)[nH]c(=O)[nH]2)cc1C	-7&-2	33%[56.9 µM]	-14	7%&-28%	4%&2%	-11%&2%	1.1&0.1	-1%&-4%	9%&-9%
COCCn1nnnc1C(CC(C)C)N1CCN(c2nc3ccccc3s2)CC1 (configuration not stated)	-8	-1%	-18	22%	-4%	-10%	1.3	-6%	-5%
O=C(NC(Cc1c[nH]c2ccccc12)C(=O)Nc1ccc(F)c([N+](=O)[O-])c1)c1cccs1 (configuration not stated)	-8	-32%	-9	-1%	-7%	-1%	-0.6	-2%	0%
Cc1ccc(C)n1NC(=O)c1ccc([N+](=O)[O-])cc1	0	-18%	-11	-18%	-2%	4%	0.1	1%	0%
CN(C)/N=C/c1ccc([N+](=O)[O-])cc1[N+](=O)[O-]	-1	-10%	-8	2%	-4%	-5%	0.5	1%	9%
COc1ccccc1C(=O)c1cn(CC(=O)Nc2ccccc2F)c2nc(C)ccc2c1=O	-6	-1%	/	-20%	0%	0%	/	-7%	0%
Cc1cc(C)c2c(=O)n3c(nc2c1)C(Cc1ccc(O)cc1)NC(=O)c1cccnc1-3 (configuration not stated)	2	/	/	-2%	-1%	/	/	-7%	-1%
CSc1ccc(Cl)c(C(=O)OCC(=O)NC2CC2)c1	-11	-23%	16	-3%	-1%	-4%	0.8	0%	/
Cc1ccc2cc3cc(C(=O)NCc4ccco4)oc3nc2c1	-5	?	/	-2%	0%	4%	/	1%	4%
CN(CCNC(=O)C1CCN(c2ncnc3c2nc2n3CCCCC2)CC1)Cc1ccccc1	1	20%	29	7%	-1%	-1%	-0.4	-10%	14%
Nc1nc(Nc2cccc(F)c2)nc(NCc2ccco2)c1[N+](=O)[O-]	-3	-10%	7	?	2%	6%	4.3	-15%	5%
O=C(CN1CCN(C(=O)c2ccco2)CC1)Nc1ccccc1	-4	2%	22	-5%	0%	-6%	-1.3	2%	7%
N#Cc1c(Cl)cccc1N1CCCC1	-5	7%	3	36%	2%	-6%	0.5	0%	1%
CCc1ccc(OC)c(S(=O)(=O)NCCOc2ccccc2)c1	3	15%	-9	9%	-5%	/	-1.3	0%	-1%
CCc1ccc(NC(=S)NC2CC3CCCC(C2)N3Cc2cccs2)cc1 (configuration not stated)	-6	-15%	64*	?	-2%	/	1.4	1%	8%
O=C(CSc1nnc(-c2ccccc2)o1)N1CCCCC1	-5	-8%	20	-5%	-5%	-3%	1.2	1%	-22%
CC1Cc2ccccc2N1C(=O)CSc1ccccc1 (configuration not stated)	2	1%	-32	1%	5%	5%	-0.2	2%	-3%
N#CC(c1cccc([N+](=O)[O-])c1)C(CC(=O)c1ccccc1)c1ccccc1 (configuration not stated)	-1	/	/	12%	-2%	/	/	-4%	0%
Cc1c(C(=O)NCCc2ccccc2)oc2ccc(S(=O)(=O)N3CCOCC3)cc12	5	-37%	-4	37%[activator]	0%	10%	0.1	1%	1%
COC(=O)Cc1c(-c2[nH]c3ccccc3c2CC(=O)OC)[nH]c2ccccc12	-11	-30%	/	-12%	-1%	/	/	-18%	-16%
Cc1ccsc1C(=O)NNC(=O)Nc1ccc(Cl)c(Cl)c1	-3	-12%[11.4 µM]	-6	?	7%	-10%	0.1	-5%	0%
CC(=O)N1CCN(C(=S)Nc2ccc(Oc3ccccc3)cc2)CC1	-4	-1%	6	7%	1%	3%	0.5	0%	0%
CSc1cccc(NC(C)C(=O)NCc2ccccc2)c1 (configuration not stated)	1	0%	10	-2%	2%	6%	1.6	2%	2%
Cc1cccc(C)c1NC(=S)NC(=O)CCc1ccccc1	3	-39%	0	?	0%	-3%	0.0	-3%	-2%
O=C(CCNS(=O)(=O)c1ccccc1)NNC(=O)c1cccc(Cl)c1	-5	23%	/	185%[activator]	-3%	9%	/	-1%	1%
Cc1ccc(C(=O)Oc2csc(=S)n2C(=O)c2ccc(C)cc2)cc1	-20	-43%	18	?	-5%	/	0.0	-1%	-10%
CCOc1ccc(C(=O)NCCN2CCCC2)cc1	2	-32%	1	-29%	-5%	0%	0.4	0%	1%
Fc1cccc(-c2cc3nc4c(c(NCc5ccco5)n3n2)CCCC4)c1	0	-30%	-4	-4%	7%	/	-0.4	-2%	-11%
Cc1cnc(C(=O)OCC(=O)N2CCc3ccccc32)cn1	-7	12%	-21	0%	1%	7%	1.4	1%	3%

Another view of some results above.
Every second line gives: LDHA block, RGS4 inh, D2 antagonist, ALOX12 inh, Glioma ERSR ind, ERG Ets-DNA blk, D2 ag, Vif-A3G inh, Vif-APOBEC3F blk
N#CC(c1cccc([N+](=O)[O-])c1)C(CC(=O)c1ccccc1)c1ccccc1 (configuration not stated)
 : -1, /, /, 12%, -2%, /, /, -4%, 0%
Cc1c(C(=O)NCCc2ccccc2)oc2ccc(S(=O)(=O)N3CCOCC3)cc12
 : 5, -37%, -4, 37%[activator], 0%, 10%, 0.1, 1%, 1%
COC(=O)Cc1c(-c2[nH]c3ccccc3c2CC(=O)OC)[nH]c2ccccc12
 : -11, -30%, /, -12%, -1%, /, /, -18%, -16%
Cc1ccsc1C(=O)NNC(=O)Nc1ccc(Cl)c(Cl)c1
 : -3, -12%[11.4 µM], -6, ?, 7%, -10%, 0.1, -5%, 0%
CC(=O)N1CCN(C(=S)Nc2ccc(Oc3ccccc3)cc2)CC1
 : -4, -1%, 6, 7%, 1%, 3%, 0.5, 0%, 0%
CSc1cccc(NC(C)C(=O)NCc2ccccc2)c1 (configuration not stated)
 : 1, 0%, 10, -2%, 2%, 6%, 1.6, 2%, 2%
Cc1cccc(C)c1NC(=S)NC(=O)CCc1ccccc1
 : 3, -39%, 0, ?, 0%, -3%, 0.0, -3%, -2%
O=C(CCNS(=O)(=O)c1ccccc1)NNC(=O)c1cccc(Cl)c1
 : -5, 23%, /, 185%[activator], -3%, 9%, /, -1%, 1%
Cc1ccc(C(=O)Oc2csc(=S)n2C(=O)c2ccc(C)cc2)cc1
 : -20, -43%, 18, ?, -5%, /, 0.0, -1%, -10%

Continued.
SMILES	LDHA block	RGS4 inh	D2 antagonist	ALOX12 inh	Glioma ERSR ind	ERG Ets-DNA blk	D2 ag	Vif-A3G inh	Vif-APOBEC3F blk
COc1cc(C(=O)OCC(=O)Nc2ccc(S(=O)(=O)NC3=NCCCCC3)cc2)cc(OC)c1OC	-1	-17%	/	176%[activator]	-1%	3%	/	4%	8%
Fc1ccc(-c2[nH]ncc2-c2nnnn2-c2ccccc2)c(F)c1	-14	4%	-8	-15%	0%	-9%	0.8	1%	-17%
Cc1ccc(C2C3=C(CC(C)(C)CC3=O)Nc3n[nH]c(C)c32)cc1 (configuration not stated)	-5	0%	-33	-23%	2%	-6%	0.3	-10%	-12%
CN(C)c1ccc(C=Cc2nccc3ccccc23)cc1	-2	/	/	?	5%	/	/	?	/

Source: PubChem BioAssay
